PLAP inhibition = inhibition of human placental alkaline phosphatase – biochemical, luminescence, HTS (AID 690). purified PLAP, luminescent substrate; higher % means a stronger effect. inhibition, % at 20 µM; hits with a dose series show IC50 in µM. 96,000 tested, 0.08% active; in the data active means a potency from the dose series; inactive means the rest, 99 in 100 with inhibition below about 30%; further: strong numbers were not always called active
Bcl-B displacement = displacers of TR3 peptide from Bcl-B, primary screen, selectivity assay for Bfl-1 inhibitor project, biochemical, fluorescence polarization; FP displacement of FITC-TR3 peptide from Bcl-B; higher % means a stronger effect; displacement, % at 20 µM; hits with a dose series show IC50 in µM; AID 748; 96,000 tested, 0.11% active;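 active means displacement above 50% at 20 µM plus a fluorescence interference ratio under 1.5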;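 further: plate controls were wells without compound for no effect and wells lacking Bcl-B protein for full effect; a part of the inactive calls stands beside numbers as strong as those of hits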
IL1B NFkB inh = blocks IL-1B driven NFkB nuclear translocation in HUVEC cells | inhibition, % at 2 µM | AID 796 | HUVEC IL-1B NFkB p65 nuclear translocation imaging | 94,000 tested, 0.43% active;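 active means inhibition above about 30% together with a positive call from visual inspection of the well image, limit read from the data; inconclusive means inhibition above a set limit but visual check negative; inactive means inhibition not above a set limit, visual check negative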;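 further: nuclear over cytoplasmic p65 intensity ratio measured by imaging; 0% = IL-1B stimulated DMSO wells and 100% = unstimulated DMSO wells; values of inactives mirror those of a sister screen read the other way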
MRP resist rev = compounds reversing MRP-mediated drug resistance; H69AR cells + 2 uM doxorubicin, CellTiter-Glo, 72 h; AID 602; 85,000 tested, 0.04% active; differential viability (reversal), % at 10 µM;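 active means viability drop by adding the cancer drug above about 55%, with treated viability meeting a 40% cutoff, limit read from the data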;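 further: viability without doxorubicin minus viability with 2 µM doxorubicin for each compound; larger differential means the compound sensitizes cells more to doxorubicin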
NFkB transloc pot = enhances IL-1B driven NFkB nuclear translocation; HUVEC IL-1B NFkB p65 nuclear translocation imaging; activation, % at 2 µM; 94,000 tested, 0.3% active; AID 819;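 active means activation above 40%, about the mean plus 3 SD, also judged a hit on visual image review; inconclusive means activation above 40% but not a hit on visual review; inactive means activation not above 40% and no visual hit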;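 further: percent activation is computed from the nuclear over cytoplasmic p65 intensity ratio; values of inactives mirror those of a sister screen read the other way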
MRP resist rev cytotoxicity = also measured in MRP resist rev; calls as there; viability, %; H69AR cells, CellTiter-Glo, 72 h; measured here: cytotoxicity without doxorubicin
MRP resist rev with doxorubicin = recorded beside MRP resist rev, whose call it bears; viability, %; measured here: viability with 2 uM doxorubicin; hits give low values
IL1B NFkB inh cell count 2 µM = also measured in IL1B NFkB inh; calls as there; cell count; measured here: cells passing quality filter;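 raw number of nuclei counted in each imaged well without normalization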
NFkB transloc pot cell count 2 µM = also measured in NFkB transloc pot; calls as there; cell count; measured here: cells passing quality filter
The depositor's hits bear a star; ? = inconclusive; . = no result given. These rows are one share of the data. The share of hits here may be higher or lower than overall.

SMILES	PLAP inhibition	Bcl-B displacement	IL1B NFkB inh	IL1B NFkB inh cell count 2 µM	MRP resist rev	MRP resist rev cytotoxicity	MRP resist rev with doxorubicin	NFkB transloc pot	NFkB transloc pot cell count 2 µM
COC(=O)C1C2C=CC3(CN(CC4CCCO4)C(=O)C13)O2 (stereo unspecified)	-41%	5%	6	168	5	107	103	-6	168
O=C1OCCC1Sc1nc2ccccc2[nH]1 (stereo unspecified)	6%	-1%	.	.	6	103	96	.	.
Cc1c(NC(=O)C(C)OC(=O)CC2Sc3ccccc3NC2=O)c(=O)n(-c2ccccc2)n1C (stereo unspecified)	-82%	4%	5	108	-3	86	89	-5	108
CCOc1ccc(OCc2ccc(C(=O)NCc3cccnc3)o2)cc1	-7%	-1%	-9	147	8	91	83	9	147
COc1ccc(NC(=O)CNc2cccc(C#N)c2)cc1Cl	22%	-9%	-20	53	22	108	86	20	53
CCOc1cc(C)c(Cl)cc1S(=O)(=O)n1nnc2ccccc21	-3%	-2%	-10	124	-2	98	100	10	124
O=C(Cn1cnc2sc(-c3ccccc3)cc2c1=O)NCc1ccco1	1%	1%	1	89	-21	26	46	-1	89
COc1ccccc1-n1nnnc1S(=O)(=O)Cc1ccc(Cl)cc1	2%	-4%	.	.	-3	1	5	.	.
Cc1ccc(CC(=O)Nc2nc3ccccc3s2)cc1	-9%	7%	8	142	-4	99	102	-8	142
Cn1c(=O)n(Cc2ccc(F)cc2)c(=O)c2c1nc1n2CCCN1Cc1ccccc1	-57%	-7%	1	124	-3	38	41	-1	124
COc1ccc(NC(=O)c2cc(-c3cc(C)ccc3O)n[nH]2)cc1Cl	-12%	3%	-6	201	-16	42	59	6	201
COc1ccccc1N(CC(=O)NC1CCCC1)C(=O)CCC(=O)Nc1cc(C)on1	-42%	2%	6	127	13	99	86	-6	127
COc1ccc(C(=O)C2CN(c3ccccc3)CC2c2ccc(Cl)cc2)cc1 (stereo unspecified)	20%	1%	-12	207	.	.	.	12	207
O=C(c1cnn2c1NC(c1ccc(Br)cc1)CC2C(F)(F)F)N1CCN2CCCC2C1 (stereo unspecified)	-53%	-3%	6	190	3	88	84	-6	190
CCOC(=O)N1CCN(C(=O)c2cccc(NC(=O)c3ccco3)c2)CC1	-4%	-12%	1	142	24	96	72	-1	142
Cc1cc(NCCCN2CCOCC2)n2ncc(-c3ccccc3)c2n1	88%	-1%	1	76	-29	26	54	-1	76
Cc1ccc2c(c1)N(C(=O)NC1CCCCC1)C(C)(C)CC2C (stereo unspecified)	-71%	4%	-6	55	2	40	39	6	55
COc1ccc(NC(=O)C2CCN(S(=O)(=O)c3ccc(OC)c(OC)c3)CC2)cc1	-10%	4%	1	103	6	98	92	-1	103
COc1ccc(-c2csc(N3CCN(C(=O)c4ccco4)CC3)n2)cc1	-20%	-11%	-20	174	3	97	94	20	174
C=CCOC(=O)C1=C(C)NC(=O)NC1C1CC=CCC1 (stereo unspecified)	-7%	3%	2	147	-8	102	110	-2	147
Cc1cc(C)n(C(=O)CCNC(=O)c2ccccc2Cl)n1	.	.	0	102	10	104	94	0	102
O=C(CCN1CCc2ccccc2C1)Nc1ccccc1F	.	.	7	103	8	109	102	-7	103
Cc1c(NS(=O)(=O)c2cccc(C(=O)NCc3ccncc3)c2)c(=O)n(-c2ccccc2)n1C	-16%	-5%	-42	173	16	99	83	42*	173*
Cc1cn(C(=O)C(C)N2C(=O)c3ccccc3C2=O)c(C)n1 (stereo unspecified)	10%	5%	-6	19	2	85	83	6	19
O=C1CC(c2ccco2)Cc2nc(Nc3ccc(F)cc3)ncc21 (stereo unspecified)	-12%	3%	-16	59	4	85	81	19	59
O=c1cc(NCc2ccc3c(c2)OCO3)[nH]c(=O)n1-c1ccc(Cl)cc1	-1%	-1%	.	.	26	104	79	.	.
CCOC(=O)Cn1c2[n+](c3ccccc31)CC(O)CS2 (stereo unspecified)	17%	-7%	-1	134	-1	105	106	1	134
COc1ccccc1N(CC(=O)Nc1ccccc1C)S(C)(=O)=O	.	.	-8	113	4	91	87	8	113
O=C(NCCCN1CCCCC1)C1(S(=O)(=O)c2ccc(Cl)cc2)CC1	-16%	-10%	-8	70	.	.	.	8	70
COCCNC(=O)C1CC(=O)N(C2CCCCC2)C1 (stereo unspecified)	-1%	-10%	6	134	-12	94	107	-6	134
Cc1ccc(-c2csc(NC(=O)CSC3=NCCS3)n2)cc1	.	.	-13	128	17	76	59	13	128
CC1CCN(C(c2ccc(N(C)C)cc2)c2nnnn2Cc2ccccc2)CC1 (stereo unspecified)	-2%	7%	-8	145	-21	71	92	7	145
COc1ccc(NC(=O)CN(C)S(=O)(=O)c2cccs2)cc1	3%	0%	-13	133	-2	88	90	13	133
CCOc1ccc(-c2cc(C(=O)Nc3ccc4c(c3)OCCO4)c3ccccc3n2)cc1	9%	-11%	1	111	.	.	.	-1	111
CCc1cccc(NC2c3ccccc3C(=O)N2c2cccnc2)c1 (stereo unspecified)	-9%	-2%	.	.	9	83	74	.	.
CCN(CC)S(=O)(=O)c1cccc(C(=O)Oc2cccnc2)c1	15%	-8%	-8	135	-7	92	99	8	135
CCOC(=O)N1CCC(Nc2c(N3CCN(c4cc(Cl)ccc4C)CC3)c(=O)c2=O)CC1	-58%	-1%	-4	186	-5	64	69	4	186
CCOc1ccccc1CNC(=O)C1CCC(=O)N1C(C)C (stereo unspecified)	17%	-4%	5	117	2	103	101	-5	117
Cc1cc(C(=O)NCc2cccs2)c(C)o1	-23%	-4%	-7	142	.	.	.	7	142
COCCCn1c(SCC(=O)NC2CCCCC2)nnc1-c1ccncc1	5%	0%	-16	132	-20	89	109	16	132
c1ccc(-c2ccnc3nc(N4CCN(c5ccccc5)CC4)nn23)cc1	-11%	-8%	1	176	.	.	.	-1	176
Cc1ccn2cc(C(=O)Nc3ccc4c(c3)OCCO4)nc2c1	26%	2%	-11	205	7	88	80	11	205
CCOc1nc(Nc2ccc(OC)cc2)nc(OCC)n1	20%	-4%	2	169	26	105	79	-2	169
CCN(CC)S(=O)(=O)c1cccc(C(=O)Nc2cc(C)cc(C)c2)c1	3%	-7%	10	94	-7	32	39	-10	94
NC(=O)NC(c1ccccc1)c1ccccc1	-7%	-1%	7	173	7	106	99	-7	173
Cc1ccccc1C(=O)c1cccn1CC(=O)NCCN1CCN(c2cccc(C)c2C)CC1	-39%	-12%	-23	149	-25	5	30	23	149
O=C(Nc1ccc(S(=O)(=O)NCc2ccccc2)cc1)c1ccc(Br)o1	.	.	-24	134	3	85	82	24	134
Cc1ccc(S(=O)(=O)N2CCN(c3ccc4nnc(-c5ccccc5)n4n3)CC2)cc1	-48%	-19%	5	86	.	.	.	-5	86
CN(C)CC(C)(C)CNS(=O)(=O)c1cccc(Cl)c1Cl	-2%	5%	-34	65	17	92	75	34	65
CCOC(=O)N1CCN(C(=O)CSc2nnc(-c3ccc(C(C)(C)C)cc3)o2)CC1	-3%	2%	.	.	-2	79	80	.	.
O=C(NC(=S)Nc1ccc2[nH]ncc2c1)c1ccccc1	-38%	-3%	4	145	.	.	.	-4	145
COc1ccc(-c2noc(CCC(=O)N3CCN(c4cc(C)ccc4C)CC3)n2)cc1	-83%	-30%	1	200	9	86	77	-1	200
O=C(CN1C(=O)C2C3C=CC(C3)C2C1=O)NCCc1ccccc1 (stereo unspecified)	-16%	-3%	13	116	-3	96	99	-13	116
C=CCOn1c(=O)c(-c2cc3ccccc3o2)[n+]([O-])c2ccccc21	4%	19%	-8	150	.	.	.	8	150
Cc1ccccc1C(=O)NNC1=NCCC1	-61%	-1%	-14	79	-4	95	100	14	79
O=C(CCC1COc2ccccc2O1)NCC1COc2ccccc2O1 (stereo unspecified)	.	.	22	74	3	76	73	-22	74
Cc1oc(-c2cccc(Cl)c2)nc1CN1CCC(C(=O)NCCCN2CCCC2=O)CC1	-65%	-2%	0	90	5	86	82	0	90
Clc1cccc(/C=N/Nc2nnc(Cl)c3ccccc23)c1	23%	22%	2	183	.	.	.	-2	183
N/C(COc1cccc(C(F)(F)F)c1)=N\NC(=O)c1cccnc1Oc1ccccc1	-48%	4%	.	.	-5	65	70	.	.
O=C(Nc1cccc(F)c1)C1CCN(c2nnnn2-c2ccccc2)CC1	-16%	-3%	-2	219	4	101	97	2	219

Structures above that contain fluorine (6):
SMILES	PLAP inhibition	Bcl-B displacement	IL1B NFkB inh	IL1B NFkB inh cell count 2 µM	MRP resist rev	MRP resist rev cytotoxicity	MRP resist rev with doxorubicin	NFkB transloc pot	NFkB transloc pot cell count 2 µM
Cn1c(=O)n(Cc2ccc(F)cc2)c(=O)c2c1nc1n2CCCN1Cc1ccccc1	-57%	-7%	1	124	-3	38	41	-1	124
O=C(c1cnn2c1NC(c1ccc(Br)cc1)CC2C(F)(F)F)N1CCN2CCCC2C1 (stereo unspecified)	-53%	-3%	6	190	3	88	84	-6	190
O=C(CCN1CCc2ccccc2C1)Nc1ccccc1F	.	.	7	103	8	109	102	-7	103
O=C1CC(c2ccco2)Cc2nc(Nc3ccc(F)cc3)ncc21 (stereo unspecified)	-12%	3%	-16	59	4	85	81	19	59
N/C(COc1cccc(C(F)(F)F)c1)=N\NC(=O)c1cccnc1Oc1ccccc1	-48%	4%	.	.	-5	65	70	.	.
O=C(Nc1cccc(F)c1)C1CCN(c2nnnn2-c2ccccc2)CC1	-16%	-3%	-2	219	4	101	97	2	219

(list continues)
SMILES	PLAP inhibition	Bcl-B displacement	IL1B NFkB inh	IL1B NFkB inh cell count 2 µM	MRP resist rev	MRP resist rev cytotoxicity	MRP resist rev with doxorubicin	NFkB transloc pot	NFkB transloc pot cell count 2 µM
C=CCn1c(SCC(=O)Nc2cccc(C)c2)nnc1-c1cnccn1	-54%	-3%	-8	91	4	97	93	8	91
COc1ccc(NS(=O)(=O)c2ccc(S(=O)(=O)N3CCCC3)cc2)cc1Cl	-67%	5%	-6	157	.	.	.	6	157
CC(=O)N1CCc2cc(S(=O)(=O)NCCC(=O)N3CCN(c4ccccn4)CC3)ccc21	4%	13%	4	78	17	98	81	-4	78
CCOC(=O)COc1ccc2c(c1)C(=O)CC1(CCN(C(C)=O)CC1)O2	-12%	0%	2	111	1	92	91	-2	111
COc1ccc(/C=N/n2c(C)nnc2C)c(OC)c1	-38%	-2%	-3	129	-11	97	107	3	129
O=C(c1ccccc1)c1ccccc1C(=O)N1CCCC1	-2%	-11%	-4	126	-7	91	98	4	126
Cc1ccc(C(=O)NCCCC(=O)O)o1	-10%	-4%	-21	112	-12	97	109	21	112
Cc1onc(-c2ccccc2Cl)c1C(=O)NCCN1Cc2ccccc2C1=O	-49%	6%	-20	127	8	94	86	20	127
COc1cc(NC(=O)c2ccc3c(c2)OCO3)ccc1NC(=O)c1ccco1	.	.	-1	86	3	98	95	1	86
COc1cc(NC(=O)c2ccco2)c(OC)cc1NC(=O)Nc1ccc(Cl)cc1	8%	-3%	-50	123	-18	11	29	?	.
Cc1nn(C)c(C(=O)Nc2ccc(Cn3cccn3)cc2)c1[N+](=O)[O-]	-18%	0%	-7	169	.	.	.	7	169
CN1CCCc2cc(C#N)c(=O)[nH]c21	13%	-8%	4	155	1	91	91	-4	155
O=C1CC(c2ccccc2)Cc2nc(N3CCc4ccccc43)ncc21 (stereo unspecified)	.	.	4	186	19	50	30	-4	186
CCN(CCNc1ccc(Cl)cc1[N+](=O)[O-])C(=O)c1cc([N+](=O)[O-])c(N(C)C)cc1OC	22%	6%	4	126	.	.	.	-4	126
O=C(Nc1ccc(Cl)cc1)C1CC2CCCC(C1)C2=O (stereo unspecified)	9%	8%	.	.	2	96	94	.	.
CC(C)CN(CCNC(=O)CC1Oc2ccccc2NC1=O)CC(C)C (stereo unspecified)	-41%	10%	12	171	5	94	88	-12	171
Cc1ccc(-c2nn[nH]n2)o1	-19%	14%	13	206	7	90	84	-13	206
Cc1ccccc1CN1CCN(CC(=O)NCc2ccccc2)C1=O	-21%	-8%	0	148	15	102	86	0	148
Cc1[nH]n(-c2ccccc2)c(=O)c1C(c1ccc(O)c([N+](=O)[O-])c1)c1c(C)[nH]n(-c2ccccc2)c1=O	.	.	0	156	.	.	.	0	156
